M1 PAM: potentiates human M1 receptor response to acetylcholine; 0.088% of 360,000 active; CHO-K1 hM1, Fluo-8 calcium fluorescence, ACh EC20; 0% = ACh EC20, 100% = maximal ACh; activation, % at 3 µM; AID 588819; in the data active = activation above about 19%, passing the limit was not always enough
Target sequence (P11229 whole entry, looked up): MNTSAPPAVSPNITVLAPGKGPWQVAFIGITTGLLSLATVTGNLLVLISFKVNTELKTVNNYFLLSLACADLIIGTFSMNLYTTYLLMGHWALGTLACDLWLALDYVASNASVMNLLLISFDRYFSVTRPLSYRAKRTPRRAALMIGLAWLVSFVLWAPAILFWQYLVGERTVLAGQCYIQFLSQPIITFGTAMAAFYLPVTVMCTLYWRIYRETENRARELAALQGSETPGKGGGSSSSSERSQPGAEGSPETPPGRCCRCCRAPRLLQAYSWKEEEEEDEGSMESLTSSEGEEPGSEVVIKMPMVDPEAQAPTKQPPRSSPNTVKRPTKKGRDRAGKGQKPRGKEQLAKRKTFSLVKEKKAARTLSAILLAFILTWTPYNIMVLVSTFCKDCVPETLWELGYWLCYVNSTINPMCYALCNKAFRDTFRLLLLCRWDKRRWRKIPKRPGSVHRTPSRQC
CHO parental Ca: counter-screen: ATP calcium response change in parental CHO cells. parental CHO-K1, ATP-induced calcium, Fluo-8 fluorescence. inhibition, % at 5.6 µM. 0.63% of 330,000 active;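 active = inhibition above that plate's mean sample inhibition plus 3 SD, cut at about 26% in these data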;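 also: 0% = ATP-challenged DMSO wells and 100% = DMSO wells without ATP; some compounds past the cut are filed as inactive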
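Assay system: parental CHO cells; Read-out basis: percent inhibition of ATP-evoked calcium rise, normalized to controls; Benchmarks: ATP and no-ATP DMSO wells; Compound dosing: single nominal dose of 5.6 µM per compound; Signal: Fluo-8 calcium dye fluorescence; Also added: ATP as calcium-mobilizing challenge; Repeats: singlicate.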
TAAR1 antagonist: antagonists of human TAAR1 | Q96RJ0 | CHO RD-HGA16 TAAR1, Fluo-8 calcium fluorescence, antagonist | inhibition, % at 3 µM | 1.5% of 360,000 active;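 active = inhibition above a per-plate cutoff, the mean inhibition of test compounds on that plate plus 3 SD, cut at about 49% in these data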;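 also: 0% = DMSO plus EC80 beta-PEA response and 100% = DMSO alone without agonist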
Target sequence (Q96RJ0 whole entry, looked up): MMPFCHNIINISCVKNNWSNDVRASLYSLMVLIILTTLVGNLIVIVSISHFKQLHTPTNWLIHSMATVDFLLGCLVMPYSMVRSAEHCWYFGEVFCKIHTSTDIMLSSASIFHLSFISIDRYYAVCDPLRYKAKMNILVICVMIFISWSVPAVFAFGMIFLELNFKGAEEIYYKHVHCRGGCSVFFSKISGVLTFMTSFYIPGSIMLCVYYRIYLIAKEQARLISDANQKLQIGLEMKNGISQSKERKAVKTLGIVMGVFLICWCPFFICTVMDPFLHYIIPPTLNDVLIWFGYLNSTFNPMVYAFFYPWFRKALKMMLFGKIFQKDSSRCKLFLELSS
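Test system: RD-HGA16 CHO cells with stable hTAAR1 and Gα16 / Probe or stimulus: EC80 β-phenethylamine stimulus / Times: seeding 17-24 h prior, 75-min 37 °C, 30-min RT dye loading / Detection: Fluo-8 calcium-sensitive fluorescence / Read-out basis: % inhibition scaled between DMSO and EC80 PEA controls / Repeats: singlicate, one well per test compound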
CHO-K1 Ca PAM: nonselective activator or artifact in parental CHO-K1 calcium assay. ATP EC20, Fluo-8 calcium fluorescence; 0% at ATP EC20, 100% at ATP max. activation, % at 3 µM. 0.02% of 360,000 active;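 active = activation above the run cutoff, the mean activation of all test compounds plus 3 SD, cut at about 40% in these data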;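 also: peak over basal fluorescence ratio in a 140 s read after ATP addition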
TAAR1 agonist: agonists of human TAAR1. CHO RD-HGA16 TAAR1, Fluo-8 calcium fluorescence; vehicle wells 0%, saturating PEA agonist 100%. activation, % at 3 µM. 0.99% of 360,000 active. Q96RJ0;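 active = activation above the mean activation of all test compounds in the run plus 3 SD, cut at about 38% in these data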
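Test system: RD-HGA16 (CHO) cells co-expressing Gα16 and hTAAR1; dosing: one-point dosing at 3 µM (nominal); timing: 17-24 h seeding, 75 min 37 °C dye, 30 min RT; signal: kinetic Fluo-8 calcium fluorescence; read-out basis: % activation relative to PEA EC100 response; controls: DMSO and PEA EC100; replicates: n 1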
CHO-K1 Ca antag: M1 antagonist counterscreen hit in parental CHO-K1 cells; 0.6% of 360,000 active; AID 602250; inhibition, % at 3 µM; ATP-induced calcium, Fluo-8 fluorescence;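 active = inhibition above a per-plate cutoff, the plate's mean sample inhibition plus 3 SD, cut at about 24% in these data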;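 also: 0% = DMSO plus EC80 ATP and 100% = DMSO alone without ATP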
CHRM1 agonist: human M1 muscarinic receptor agonism. P11229. CHO-K1 hM1, Fluo-8 calcium fluorescence, agonist mode; 0% DMSO, 100% acetylcholine EC100. AID 588814. 0.33% of 360,000 active. activation, % at 3 µM;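 active = activation above the run's mean compound activation plus 3 SD, cut at about 16% in these data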;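 also: peak over basal fluorescence ratio within a 140 s kinetic read after compound addition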
CHO-K1 Ca ag: M1 agonist counterscreen hit in parental CHO-K1 cells | Fluo-8 calcium fluorescence; scaled to maximal ATP response, vehicle zero | activation, % at 3 µM | 0.48% of 360,000 active; in the data active = activation above about 15%;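 also: untransfected CHO-K1 host cells lacking M1 receptor as counterscreen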
M1 antag: antagonists of human M1 muscarinic receptor. 1.3% of 360,000 active. inhibition, % at 3 µM. P11229. AID 588852. CHO-K1 hM1, Fluo-8 calcium fluorescence, ACh EC80 antagonist;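 active = percent inhibition above its own plate's cutoff, namely the mean of that plate's compound wells plus 3 SD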;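 also: peak over basal fluorescence ratio during 140 s after agonist addition; 0% = ACh EC80 plus DMSO and 100% = DMSO alone without agonist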
* = called active by the depositor; / = no result given. Random draw from the library; overall some 4.4% were active at least once.

SMILES	M1 PAM	CHO parental Ca	TAAR1 antagonist	CHO-K1 Ca PAM	TAAR1 agonist	CHO-K1 Ca antag	CHRM1 agonist	CHO-K1 Ca ag	M1 antag
CC1CCc2sc(C(=O)NN)cc2C1 (stereo not drawn)	5	-16	-24	11	0	-8	-8	0.5	-6
Cc1cc(Cl)ccc1OCC(=O)N(Cc1cccs1)C1CCS(=O)(=O)C1 (stereo not drawn)	13	-24	-3	-4	15	-6	10	3.4	-5
COc1ccc(/C=C2\Oc3cc(OCC(=O)N4CCC(C(=O)O)CC4)ccc3C2=O)c(OC)c1OC	4	-2	-14	14	1	-7	-2	0.1	-11
CN(C)S(=O)(=O)c1cc(NC(=O)CSc2ncc(C(F)(F)F)cc2Cl)ccc1Cl	-11	-18	33	-5	8	11	-3	4.3	15
Cn1cc(CN2C[C@H]3CC[C@H]2C3)c(-c2ccccc2F)n1	-15	-16	-6	9	4	3	-10	2.7	20
COc1ccc2c(c1)OC[C@H]1[C@H]2N2C(=O)c3cc(F)ccc3NC(=O)[C@@]2(C)[C@H]1c1ccccc1	-30	-23	7	12	-1	-24	-7	0.9	83*
CCN(CC)C(=O)c1cccc(-c2csc(C(O)c3ccc(OC)cc3)n2)c1 (stereo not drawn)	-15	/	28	-2	8	-5	5	9.6	8
Cc1ccc(C)c(NC(=O)CSc2nnc(-c3ccncc3)n2N)c1	7	13	7	-5	5	8	-7	-0.1	-6
O=C(NCC1OCCc2ccccc21)c1ccc(NC(=O)c2ccc(Cl)cc2Cl)cc1 (stereo not drawn)	6	0	8	11	1	-6	-6	0.5	1
O=C(Nc1cccnc1)c1cccc(S(=O)(=O)N2CCc3ccccc32)c1	-1	-16	12	3	10	-10	-6	8.7	-3
CCN(C[C@H]1N[C@@](Cc2ccccc2)(C(=O)OC)[C@H]2C(=O)N(Cc3ccccc3)C(=O)[C@@H]12)C(=O)COc1ccccc1	3	-28	-17	2	0	-11	-4	0.3	-8
O=C(c1ccco1)N1CCN=C1SCc1ccc(F)cc1	0	-6	-17	0	1	15	0	4.2	4
Cn1cccc1/C=C1\SC(=S)N(NC(=O)c2ccccc2O)C1=O	4	-5	-16	-5	0	-11	3	2.0	-17
COC(=O)C1CN(C(=O)COc2ccccc2)c2ccccc2O1 (stereo not drawn)	-1	-10	-15	-4	2	3	-7	0.6	1
CC1CCc2c(C(=O)Nc3cccc(-c4nn[nH]n4)c3)csc2C1 (stereo not drawn)	0	-3	-8	-21	0	3	3	0.0	-3
Cc1ccc(COCCN2CCN(S(=O)(=O)c3ccc(C)cc3)CCC2=O)cc1	12	-22	1	2	9	-12	2	1.2	-2
O=C(O)C1CCN(S(=O)(=O)Cc2ccccc2)CC1	6	2	3	2	-2	-2	-3	0.0	-9
Cn1c(=O)c2c(ncn2CCc2ccccc2)n(C)c1=O	2	1	19	7	2	7	-3	0.4	4
O=C(Nc1ccc(NC(=O)c2cccs2)cc1)c1ccc(Br)o1	0	20	13	18	19	-5	-3	2.4	0
COc1ccc(NC(=O)C2(C)CCN2CCc2ccccc2)cc1OC (stereo not drawn)	4	/	-3	18	-1	-12	-4	3.0	-15
COc1ccc(NC(=O)COC(=O)CNS(=O)(=O)c2ccccc2)cc1OC	5	-5	-10	21	14	-21	-2	0.4	3
Cc1cc(C(=O)NNC(=O)c2cccs2)c(C)o1	21	-2	6	-8	7	-12	14	-0.1	3
O=C(O)c1ccc(NC(=O)c2cccs2)cc1	4	-3	-15	22	4	-7	-4	1.1	-3
CN(C)C1CN(Cc2cn(Cc3cccc(C(F)(F)F)c3)nn2)S(=O)(=O)C1 (stereo not drawn)	/	/	-9	0	1	-2	/	0.3	/
Cc1cccc(NC(=O)COC(=O)Cc2cccs2)c1C	-1	-8	-3	-2	0	-2	-3	-0.3	4
CN(/N=C/c1ccc(Cl)cc1)c1ncc(Cl)cc1C(F)(F)F	2	-8	-33	1	15	-2	-1	0.8	-7
COc1ccc(OCCSc2ncn[nH]2)cc1	1	2	8	15	0	-8	-4	0.5	-5
CCn1c(SCC(=O)N2CCN(c3ccccc3)CC2)nnc1-c1cc2cc(Cl)ccc2o1	7	-12	-4	8	0	-23	-6	0.4	-5
CC(C(=O)Nc1ccc2c(c1)OCCO2)n1nnc(-c2ccccc2)n1 (stereo not drawn)	9	-11	-1	-8	9	16	-3	0.2	-2
O=C(Nc1ccccc1)c1cc(S(=O)(=O)N2CCOCC2)cs1	11	-10	-4	23	3	-7	-8	1.3	-2
Cc1ccccc1NS(=O)(=O)c1ccc(S(=O)(=O)N2CCCC2)cc1	3	/	-6	12	16	-4	-1	3.6	-9
Cc1ccc(SCc2noc(-c3c(C)noc3C)n2)cc1	7	-15	-20	10	1	-4	-5	0.7	-6
COc1ccc(C(=O)Nc2ccccc2C(=O)O)cc1Cl	5	3	-32	24	15	-9	1	-0.5	-7
COc1cccc(CNC(=O)c2ccc3c(c2)S(=O)(=O)N=C2CCCCCN23)c1	9	-8	-3	-4	1	-11	-6	0.1	-15
CC(C)c1cc(CN2CCN(C3CCCC3)C(CCO)C2)[nH]n1 (stereo not drawn)	10	3	-13	12	1	-15	-8	1.4	-28
C=CCN1CCc2c(cc(O)c(O)c2Br)[C@@H](c2ccccc2)C1	-4	-20	-10	-3	0	2	-7	-0.1	-25
O=C(CN1CCCCC1)Nc1cccc(Br)c1	-4	-4	-22	-9	14	19	-4	0.2	16
O=C(CS(=O)(=O)Cc1ccccc1)NCC1CCCO1 (stereo not drawn)	9	-12	0	-2	0	10	-2	-0.1	-4
O=C(Cn1nc(Br)nc1Br)c1ccccc1	13	-8	-12	-3	2	7	5	12	-12
CCN(CC)C(=O)C1CCCN(c2ccc([N+](=O)[O-])cc2)C1 (stereo not drawn)	8	-18	-24	16	-1	-9	-8	1.3	-8
S=c1[nH]nc(COc2ccccc2)n1/N=C/c1ccccn1	8	4	8	15	1	-8	-4	0.8	0
O=C(NCCCN=C1NS(=O)(=O)c2ccccc21)c1ccc(S(=O)(=O)N2CCCCC2)cc1	5	-4	6	4	2	-8	-6	0.5	0
Cc1nc(NC(=O)CSc2nnc(-c3ccncc3)n2C)sc1C	14	1	-3	12	1	4	1	0.2	-4
N#C/C(=C\c1ccc(F)cc1)c1n[nH]c(Cn2cncn2)n1	10	-10	10	23	5	-2	-2	0.3	-17
CCOC(=O)C(Cc1ccc(O)cc1)NC(=O)c1cc2c(cn1)[nH]c1ccccc12 (stereo not drawn)	/	/	30	-1	10	4	/	4.8	/
O=C(CSc1nnc(Cn2cnc3ccccc32)o1)Nc1cccc2ccccc12	2	-17	0	21	3	-7	-4	1.2	-3
Cc1ccc(C(=O)Nc2cccc(C(=O)NCc3ccccc3)c2)o1	-5	-13	17	1	2	-4	0	0.9	-5
CCSc1nnc(NC(=O)C2CC(=O)N(Cc3ccccc3)C2)s1 (stereo not drawn)	-5	-1	2	-4	1	-6	-1	6.4	9
O=C(CC(c1ccccc1)c1ccccc1)Nc1ccc(Cl)cn1	-8	-22	24	-9	10	21	-3	-0.5	19
Cc1onc(-c2ccccc2)c1C(=O)Nc1ccc2c(c1)OCCO2	-3	-11	-17	18	3	-18	-6	0.6	-20
COc1ccc(OCc2nnc(SCC(=O)NC3CC3)n2C)cc1	17	2	-12	-25	1	12	13	0.1	-1
CN1OC(COC(=O)c2ccc(Cl)cc2)CC1c1ccccc1 (stereo not drawn)	-3	5	6	-8	5	29*	-4	-0.5	-3
CCc1ccc(NC(=O)C(C)OC(=O)CCN2C(=O)C3CC=CCC3C2=O)cc1 (stereo not drawn)	10	/	-15	18	0	-14	-3	1.1	-14
O=C(Cc1c(O)c2ccccc2[nH]c1=O)NC1CCCCCC1	1	-3	-11	-5	3	2	-4	0.6	-1
O=C(c1ccc([N+](=O)[O-])cc1)N1CCN=C1SCc1ccccc1	3	-2	4	-11	0	-6	-4	0.0	-4
O=C(CCCn1c(SCc2cccc(F)c2)nc2ccccc2c1=O)NCC1CCCO1 (stereo not drawn)	3	-19	1	-13	3	-15	-1	0.5	-15
C=CCn1c(C)cc(C(=O)COC(=O)/C=C/c2ccc(OC)cc2)c1C	1	17	19	13	5	-3	-4	4.6	3
COc1ccc(N2C(=O)/C(=C\c3ccco3)N=C2SCC(=O)NC(C)(C)C)cc1Cl	3	-19	10	0	1	-2	-7	0.4	-8
CC1(C)Cc2nc3oc4c(=O)n(CC(=O)Nc5cccc(Cl)c5)cnc4c3cc2CO1	13	-5	0	23	4	-7	-1	0.8	-17
COC(=O)c1ccc(CSc2nnc3n(Cc4ccccc4OC)c(=O)c4ccccc4n23)o1	-3	-2	-1	14	9	-20	-11	0.7	3

Complete entries from above. Order of values: M1 PAM | CHO parental Ca | TAAR1 antagonist | CHO-K1 Ca PAM | TAAR1 agonist | CHO-K1 Ca antag | CHRM1 agonist | CHO-K1 Ca ag | M1 antag
Cc1onc(-c2ccccc2)c1C(=O)Nc1ccc2c(c1)OCCO2 as listed: -3 | -11 | -17 | 18 | 3 | -18 | -6 | 0.6 | -20
COc1ccc(OCc2nnc(SCC(=O)NC3CC3)n2C)cc1 as listed: 17 | 2 | -12 | -25 | 1 | 12 | 13 | 0.1 | -1
O=C(CC(c1ccccc1)c1ccccc1)Nc1ccc(Cl)cn1 as listed: -8 | -22 | 24 | -9 | 10 | 21 | -3 | -0.5 | 19

Following part.
SMILES	M1 PAM	CHO parental Ca	TAAR1 antagonist	CHO-K1 Ca PAM	TAAR1 agonist	CHO-K1 Ca antag	CHRM1 agonist	CHO-K1 Ca ag	M1 antag
Cn1c(=O)c2c(nc(NCc3ccco3)n2C/C=C/c2ccccc2)n(C)c1=O	-10	39*	35	15	21	-3	0	2.0	32*
O=C(O)CSc1nnc(Cn2nnc3ccccc32)n1CCc1ccccc1	7	6	-10	16	4	2	0	0.9	-10
Cc1nc(SCc2nc3ccccc3[nH]2)c2oc3ccc(Br)cc3c2n1	-7	-33	2	-4	-1	-8	-9	-0.1	3
Cn1c(=O)c(C(=O)NNC(=O)c2ccccc2Br)c(O)c2ccccc21	2	-23	-25	-2	12	-6	-3	-0.4	1
O=C(COC(=O)c1ccccc1Nc1ccc(SC(F)F)cc1)NC1CC1	-10	12	18	13	2	6	-2	5.8	17
Cc1ccc(C(=O)N/C(=C/c2ccco2)C(=O)NCCCn2ccnc2)cc1	11	3	-10	14	0	-4	-9	0.7	-16
NC(=O)CSc1nc2ccccc2c(=O)n1CCc1ccccc1	5	-14	8	11	3	-5	-3	0.6	-7
CCCCCN(C(=O)CCC(=O)OCC(=O)NCc1cccc(OC)c1)c1c(N)n(CCCC)c(=O)[nH]c1=O	5	-1	-11	8	2	-11	-4	0.3	-6
COc1ccc(CC2(CO)CCN(Cc3ccc(NC(C)=O)cc3)CC2)cc1	-6	-7	2	15	0	-3	-15	0.3	0
